PTHR1 ag: qHTS for PTHR1 Agonists: Primary Screen. Parathyroid hormone/parathyroid hormone-related peptide receptor (Homo sapiens), Q03431. HEK293 GP2 PTHR1 cells, GloSensor cAMP luminescence, 1 h. Potency, µM (top dose mostly 115 µM), for the others: at the top dose activation, hits mostly activators. 0.075% of 410,000 active; further: potency means the concentration at half of the fitted maximal effect; nearly all actives have a fitted effect of over 55% in size; some results filed as inactive show a strong effect at the top dose; inactives centre near -15; many of its hits are not listed in these tables
Target sequence (Q03431 whole entry, looked up): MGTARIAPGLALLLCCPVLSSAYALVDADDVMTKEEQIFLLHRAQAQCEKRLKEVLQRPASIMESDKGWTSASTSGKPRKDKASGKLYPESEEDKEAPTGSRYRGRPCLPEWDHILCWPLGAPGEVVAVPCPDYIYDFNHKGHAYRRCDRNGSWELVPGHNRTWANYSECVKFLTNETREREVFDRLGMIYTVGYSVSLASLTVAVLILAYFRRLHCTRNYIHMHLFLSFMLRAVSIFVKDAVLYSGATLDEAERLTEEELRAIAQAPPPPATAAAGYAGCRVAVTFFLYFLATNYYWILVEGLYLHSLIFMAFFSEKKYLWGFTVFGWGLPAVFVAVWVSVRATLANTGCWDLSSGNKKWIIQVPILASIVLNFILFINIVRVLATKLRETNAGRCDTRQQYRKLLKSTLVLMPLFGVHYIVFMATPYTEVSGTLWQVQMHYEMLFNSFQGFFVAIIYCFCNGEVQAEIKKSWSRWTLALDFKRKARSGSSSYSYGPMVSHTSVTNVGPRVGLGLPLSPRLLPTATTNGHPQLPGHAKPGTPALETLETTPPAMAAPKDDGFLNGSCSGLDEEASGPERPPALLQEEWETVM
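HEK-293-derived GP2 cells expressing PTHR1 and a GloSensor cAMP reporter, 3,000/well, plated overnight, given luciferin plus IBMX (each 0.5 mM as added) for 1 h at 37 °C, then compound for 1 h at 37 °C. Luminescence was read after 15 min at room temperature.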
GLP1R inv ag: qHTS of GLP-1 Receptor Inverse Agonists (Inhibition Mode) | HEK293 GLP-1R CRE-luciferase, luminescence, 24 h; GLP-1R form is constitutively active | 1.6% of 410,000 active | Potency, µM (titrated, usually from 38.3 µM), inactives show at the highest dose activity change, negative = inhibition, usual class: inhibitors; further: potency means the concentration at half of the fitted maximal effect; on the % scale 0 is the no-effect control and ±100 the full control effect; nearly all actives have a fitted effect of over 55% in size
Target sequence (P43220 whole entry, looked up): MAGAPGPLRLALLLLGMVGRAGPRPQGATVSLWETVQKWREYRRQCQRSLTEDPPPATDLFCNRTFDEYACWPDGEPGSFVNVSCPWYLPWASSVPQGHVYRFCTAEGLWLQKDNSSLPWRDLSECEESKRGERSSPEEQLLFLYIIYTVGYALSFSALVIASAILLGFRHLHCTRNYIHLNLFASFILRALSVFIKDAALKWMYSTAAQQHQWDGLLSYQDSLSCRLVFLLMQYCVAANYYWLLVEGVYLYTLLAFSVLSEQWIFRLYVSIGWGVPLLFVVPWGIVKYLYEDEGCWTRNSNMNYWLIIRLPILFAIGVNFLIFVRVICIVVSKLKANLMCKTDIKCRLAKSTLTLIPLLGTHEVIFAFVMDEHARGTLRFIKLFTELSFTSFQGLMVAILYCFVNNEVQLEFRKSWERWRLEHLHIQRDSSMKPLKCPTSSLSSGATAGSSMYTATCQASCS
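HEK293 cells stably co-expressing constitutively active GLP-1R and a cAMP-responsive luciferase reporter were seeded in DMEM with 10% Nu serum, given compounds after 12 h, and incubated 24 h at 37 deg C. Luminescence was then read.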
GLP1R cytotox: qHTS of GLP-1 Receptor Inverse Agonists: Cytotox Screen. HEK293 cAMP-luciferase reporter cells, luminescence, 24 h. Potency, µM (top dose mostly 38.3 µM), without a hit: top-dose activity change, negative = inhibition, usual class: inhibitors. 0.13% of 410,000 active. AID 624418, 2012;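 further: loss of luciferase light is scored as toxicity; potency means the concentration at half of the fitted maximal effect; on the % scale 0 is the no-effect control and ±100 the full control effect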
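Luminescence readout: signal drop marks cytotoxicity. Plated cells grew 12 h at 37 °C, 5% CO2, received 23 nL compound for 24 h, then got luciferase reagent, read after 12 min at RT.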
DRD3 antagonist: qHTS of D3 Dopamine Receptor Antagonist: qHTS; D(3) dopamine receptor (Homo sapiens), P35462; D3R cells, DiscoveRx beta-arrestin luminescence, antagonist mode; stronger effect = lower value; max response, negative = inhibition, %; 2.5% of 360,000 active; in the data active means max response below about -50%; inconclusive means no clear call, values can overlap the other calls; further: on the % scale 0 is the no-effect control and ±100 the full control effect; mostly tested at two doses, the higher about 12 µM
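Cells expressing the human receptor were seeded at 1500 cells/well, incubated overnight at 37 degrees C in 5% CO2, then exposed to library compounds with dopamine controls for 90 minutes at 37 degrees C before luminescent detection.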
GLP-1R agonist: qHTS of GLP-1 Receptor Agonists; HEK293 GLP-1R CRE-luciferase, luminescence, 4-6 h; cells express a hypersensitive GLP-1R form; Glucagon-like peptide 1 receptor (Homo sapiens), P43220; Potency, µM (highest dose often 45.6 µM), inactives show top-dose activation, hits mostly activators; 0.007% of 380,000 active; further: potency means the concentration at half of the fitted maximal effect; % of control where 0% means no effect
TDP-43 yeast inh: qHTS of TDP-43 Inhibitors; TDP-43 expressing yeast growth rescue, BacTiter-Glo, 24 h; Potency, µM (top dose mostly 46.1 µM), for the others: top-dose growth rescue (activation), actives largely listed as activators; 1.8% of 410,000 active; AID 652104, 2013; further: potency means the concentration at half of the fitted maximal effect; % of control where 0% means no effect; nearly all actives have a fitted effect of over 50% in size
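Cell-based yeast growth screen: TDP-43 expression induced in galactose, inoculum OD600=0.02 after raffinose pregrowth to mid-log. Read-out BacTiter-Glo luminescence at 24 hr, 30 deg C; inhibition of toxicity seen as signal increase.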
KB-V1 MDR tox: qHTS assay for MDR1-selective chemotherapeutics: Primary screen using the drug-selected MDR subline cells KB-V1; AID 1347076, 2019; 3.4% of 400,000 active; Potency, µM (titrated, usually from 46.1 µM), for the others: at the highest dose activity change, negative = cytotoxicity, hits mostly cytotoxic; KB-V1 MDR cells viability, CellTiter-Glo, 72 h; further: potency means the concentration at half of the fitted maximal effect; on the % scale 0 is the no-effect control and ±100 the full control effect; nearly all actives have a fitted effect of over 60% in size
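Readout: CellTiter-Glo luminescence, 10 min after addition. Cells: KB-V1 MDR subline, 72 h at 37 degrees C with compound. Analysis: corrected, normalized data fitted to concentration-effect curves.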
DRD3 agonist: qHTS of D3 Dopamine Receptor Agonist: qHTS. D(3) dopamine receptor (Homo sapiens), P35462. D3R DiscoveRx beta-arrestin cells, luminescence, 90 min. max activation, %. 0.58% of 410,000 active. AID 652048, 2013; in the data active means max activation above about 30%; further: 0% is about no effect; mostly tested at two doses, the higher about 12 µM
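Agonist-mode cell screen: cells plated at 1500/well and incubated overnight at 37 °C, then exposed to library compounds for 90 min at 37 °C. Detection reagent was added for 30–60 min at room temperature, and luminescence was read.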
aSyn rescue: qHTS of alpha-syn Inhibitors; AID 652106, 2013; 0.14% of 370,000 active; Yeast expressing alpha-synuclein, growth rescue, BacTiter-Glo, 24 h; Potency, µM (highest dose often 46.1 µM), for inactives: top-dose growth rescue (activation), actives largely listed as activators; further: potency means the concentration at half of the fitted maximal effect; % of control where 0% means no effect; nearly all actives have a fitted effect of over 65% in size
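Readout is rescue of growth in alpha-synuclein-expressing yeast, so inhibitors of toxicity appear as activators. Growth after 24 hr at 30 deg C in galactose medium is quantified by luminescence.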
* marks the source's active call; other numbers are inactive results; i = inactive; u = inconclusive; x = not tested or not shown; [ ] = remark or other dose. Unless noted, the call rests on the fitted dose curve; in most records, active means well fitted curve in the direction sought with a large enough effect; inconclusive means small, poorly fitted or top-dose-only effect, or another doubt; inactive means no such curve, though single readings can be large; an effect the other way counts as inactive or inconclusive. Some of the compounds tested; count on the stated rates, not on these rows.

canonical_smiles	PTHR1 ag	GLP1R inv ag	GLP1R cytotox	DRD3 antagonist	GLP-1R agonist	TDP-43 yeast inh	KB-V1 MDR tox	DRD3 agonist	aSyn rescue
Cc1ccc(O)c(NC(=O)c2cc(-c3ccc4c(c3)OCO4)on2)c1	-43%[inhibitor]	7%	2%	x	x	24%	u	4	x
O=C(NCc1ccccc1Cl)C1CCN(C(=O)N2CCOc3ccccc32)CC1	i	-19%	1%	x	x	u	-5%	3	x
Cc1ccccc1C(N)c1ccncc1 (stereo unspecified)	-14%	5%	-13%	-17	-1%	15%	11%	2	0%
Cc1c(Cc2ccccc2)c(=O)[nH]c(=O)n1C	i	53%[activator]	-9%	-17	18%	-12%	-17%	-4	-1%
Cc1ccccc1CN1CCN(CC(=O)NCc2ccccc2)CC1	i	u	6%	-25	-1%	5%	-13%	-1	-7%
O=C(Cn1cc(C(F)(F)F)ccc1=O)Nc1ccc2c(c1)OCCO2	i	13%	12%	15	6%	-12%	0%	-15	-5%
CC(C)CN(C(=O)COC(=O)Cc1c[nH]c2ccccc12)c1c(N)n(Cc2ccccc2)c(=O)[nH]c1=O	i	-25%	3%	15	-10%	12%	1%	4	-2%
Brc1cccc(-c2nnc3sc(CN4CCC5(CC4)OCCO5)cn23)c1	i	0%	-17%	17	-13%	-10%	21µM*	0	0%
COc1ccc(C(=O)C2CCCN(C(=O)Cn3ccc(C)n3)C2)cc1OC (stereo unspecified)	i	32%[activator]	-4%	-5	8%	-2%[0.397 µM]	0%	21	5%
CCc1nc2ccc(C(=O)NCCN3CCNC3=O)cn2c1N(CC)Cc1cccc(Br)c1	-17%	8%	-4%	20	1%	7%	4%	6	-3%
COc1ccc(C2C(C(=O)Nc3ccc(C)cc3C)=C(C)Nc3nc4ccccc4n32)c(OC)c1 (stereo unspecified)	i	13%	-10%	x	0%	16%	20%	-6	x
Cc1nc(C)c(C(=O)C2=C(O)C(=O)N(CCN(C)C)C2c2ccccc2)s1 (stereo unspecified)	-3%	8%	6%	-7	1%	6%	1%	3	-5%
CCCN(CCC)C(=S)Nc1cc(C(=O)OC)ccc1C(=O)OC	i	-20%	-5%	1	4%	4%	21µM*	0	2%
CN(CC(=O)Nc1ccc(OC(F)(F)F)cc1)S(=O)(=O)c1ccc2c(c1)CCC(=O)N2	-53%[inhibitor]	-4%	-5%	x	x	6%	-16%	-1	x
O=C(NCc1c(Cl)cccc1Cl)c1[nH]c(C(F)(F)F)nc1-c1ccccc1	-91%[inhibitor]	u	-10%	3	-6%	u	8%	3	-1%
NC(=O)c1csc(-c2ccc(CO)o2)n1	-25%	-5%	-7%	17	-6%	14%	1%	10	1%
Cc1c(F)cccc1NS(=O)(=O)c1ccc(OCCNS(C)(=O)=O)cc1	i	-12%	-7%	u	14%	-11%	-23%	-11	-4%
COCc1c(Br)c(C)nc(OCC(=O)N/N=C/c2cc(C)n(-c3ccc([N+](=O)[O-])cc3)c2C)c1C#N	-21%	-4%	-3%	11	0%	23%	-2%	1	-7%
O=C1c2ccccc2C(c2nnnn2-c2ccc3ccccc3c2)N1C1CC1 (stereo unspecified)	i	22%	3%	-4	5%	0%	u	2	-8%
O=C(COC(=O)CSc1nnc(-c2ccc(Cl)cc2)o1)Nc1cc(Cl)cc(Cl)c1	-24%	-1%	3%	-20	2%	2%	-5%	-8	2%
CCOc1ccc(S(=O)(=O)NCCC(=O)NCc2cccnc2)cc1	-9%	10%	0%	-10	6%	2%	-1%	-15	-1%
O=C(CSc1nnc2ccc(-c3ccccn3)nn12)N1CCCC1	i	2%	-9%	6	-2%	-2%	-9%	2	-2%
Cc1nn2c(NCCN3CCOCC3)c3c(nc2c1-c1ccccc1)CCCC3	i	u	-16%	4	36%	-9%	u	-8	0%
Cc1cccc(C(=O)Nc2cccc(C(=O)N/N=C/c3cccc(C)n3)c2)c1	-23%	4%	16%	0	11%	-14%	8%	-2	-5%
C/C(=N\OC(=O)C1CC1)C1CC1c1ccc(F)cc1 (stereo unspecified)	-38%[inhibitor]	0%	2%	4	4%	u	0%	-1	-16%
CC(C)c1ccc(Nc2ncccc2C#N)cc1	i	-24%	-7%	11	1%	14%	-5%	1	-1%
Cc1cccc(NC(=O)c2nc(S(C)(=O)=O)ncc2Cl)c1	-91%[inhibitor]	u	u	x	x	20µM*	-8%	-26	x
COCCn1c(N)c(N(Cc2ccccc2)C(=O)COc2ccccc2F)c(=O)[nH]c1=O	i	-11%	-6%	8	-2%	6%	-7%	2	-6%
COc1ccc(-c2c(C#N)c(N)nc3c2CCC3)cc1	i	14%	61%[activator]	-8	-1%	1%	u	-1	0%
CCNC(=O)C1(C)CCCN(C(=O)c2ccc(F)c(C)c2)C1 (stereo unspecified)	i	8%	4%	0	-3%	15%	5%	-4	u
Cc1sc(NC(=O)/C=C/c2ccco2)c(C(=O)OC(C)C)c1C	i	32%[activator]	12%	5	1%	22%	4%	32*	1%
COc1ccc2c(CC(=O)N3CCN(S(=O)(=O)c4cccs4)CC3)coc2c1	-20%	-23%	-20%	6	-2%	25%	u	-5	2%
CCS(=O)(=O)n1nc(C(=O)N2CCOCC2)nc1N	-12%	25%	1%	-25	0%	-1%	18%	3	-2%
CC1(C)CC(=O)C2=C(C1)OC(N)=C([N+](=O)[O-])C2c1cccs1 (stereo unspecified)	-3%	17%	1%	12	-1%	11%	3%	6	6%
CCC1Nc2ncnc(N3CCOCC3)c2N(Cc2ccc(C)cc2)C1=O (stereo unspecified)	-14%	19%	4%	-2	0%	10%	-5%	6	-5%
O=C(C[n+]1ccc(-c2nnc3n2CCCCC3)cc1)c1ccc(Cl)cc1	i	4%	-19%	-9	19%	-13%	-2%	-8	-1%
O=S1(=O)C=C(Sc2nnc(-c3ccccc3)o2)c2ccccc21	-29%[57.5 µM]	-2%	u	-6	-33%[inhibitor]	8.9µM*	u	-17	-13%
O=C(NCc1cccs1)C(=O)NCC1OCCCN1S(=O)(=O)c1cccs1 (stereo unspecified)	-1%	15%	2%	5	-2%	15%	1%	5	-3%
Cc1nc(SCC(=O)Nc2nnc(C(C)C)s2)n[nH]1	i	-1%	-1%	3	9%	-10%	u	2	-2%
O=C1CCCCC(=O)[C@H](O)C[C@H](COCc2ccccc2)O1	-4%	3%	1%	0	3%	0%	-6%	91*	1%
CC(=O)c1ccc(NS(=O)(=O)c2c(C)nc3scc(C)n3c2=O)cc1	u	-8%	18%	x	x	20%	-10%	2	x
COc1ccc(CN(CCCN2CCOCC2)S(=O)(=O)N(C)C)cc1OC	i	14%	55%[activator]	-23	-2%	2%	0%	1	-2%
O=C(Cn1cnc2ccccc2c1=O)Nc1ccc(S(=O)(=O)N2CCOCC2)cc1	i	1%	-10%	0	-5%	-1%	u	4	1%
CCCOc1ccccc1OCC(=O)Nc1cccc(S(=O)(=O)NC2=NCCC2)c1	-3%	10%	2%	0	1%	12%	-24%	3	-5%
COc1ccc(NC(=O)c2c(C)oc3ccc(O)c(CN4CCN(Cc5ccccc5)CC4)c23)cc1Cl	4%	-29%	3%	x	x	5%	x	-14	x
O=c1cc(CSc2ccc(Cl)cc2)nc(N2CCCCC2)[nH]1	-8%[57.5 µM]	4%	22%	-12	1%	7%	7%	2	-2%
CCCC1(C(=O)OC)NC(c2ccc(OC)cc2OC)C2C(=O)N(c3cccc(C(C)=O)c3)C(=O)C21 (stereo unspecified)	-18%	1%	-19%	12	-4%	8%	-1%	2	1%
CCOC(=O)c1cccc(NC(=O)C2CCCN(S(=O)(=O)c3c(C)nn(C)c3C)C2)c1 (stereo unspecified)	-95%[inhibitor]	0%	3%	0	1%	13%	0%	6	5%
COc1ccc(Cc2c(C(C)(C)C)nc3ccc(C)cn23)c(C)c1	i	-14%	-24%	12	4%	3%	0%	-2	2%
Cc1ccc(Cl)cc1N(Cc1ccc(C(=O)NCc2cccnc2)cc1)S(=O)(=O)c1ccccc1	i	13%	0%	-14	-1%	-6%	15µM*	-3	-1%

Looked up one by one from the entries so far:
canonical_smiles	PTHR1 ag	GLP1R inv ag	GLP1R cytotox	DRD3 antagonist	GLP-1R agonist	TDP-43 yeast inh	KB-V1 MDR tox	DRD3 agonist	aSyn rescue
O=c1cc(CSc2ccc(Cl)cc2)nc(N2CCCCC2)[nH]1	-8%[57.5 µM]	4%	22%	-12	1%	7%	7%	2	-2%
Cc1ccc(Cl)cc1N(Cc1ccc(C(=O)NCc2cccnc2)cc1)S(=O)(=O)c1ccccc1	i	13%	0%	-14	-1%	-6%	15µM*	-3	-1%
